MITF primary = blocks human microphthalmia-associated transcription factor; hit rate 0.91% among 650,000; AlphaScreen MITF homodimerization, bead proximity signal; inhibition, % at 2.6 µM; in the data active = inhibition above about 50%;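 note: 0% = vehicle wells with protein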
Target sequence (O75030 whole entry, looked up): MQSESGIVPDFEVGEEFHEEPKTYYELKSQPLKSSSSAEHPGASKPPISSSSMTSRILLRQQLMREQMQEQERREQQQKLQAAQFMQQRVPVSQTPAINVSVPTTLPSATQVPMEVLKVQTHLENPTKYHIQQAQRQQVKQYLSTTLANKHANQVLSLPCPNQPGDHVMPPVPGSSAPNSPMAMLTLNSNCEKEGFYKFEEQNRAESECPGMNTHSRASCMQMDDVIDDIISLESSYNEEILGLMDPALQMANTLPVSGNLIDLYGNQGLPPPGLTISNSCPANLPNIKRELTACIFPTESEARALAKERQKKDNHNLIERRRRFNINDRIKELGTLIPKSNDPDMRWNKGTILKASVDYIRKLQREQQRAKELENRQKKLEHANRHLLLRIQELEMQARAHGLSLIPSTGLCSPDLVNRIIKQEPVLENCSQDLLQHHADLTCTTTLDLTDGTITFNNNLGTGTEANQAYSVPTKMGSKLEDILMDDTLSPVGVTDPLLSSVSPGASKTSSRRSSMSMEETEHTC
FBW7 act = activators of human E3 ligase FBW7. Q969H0. normalized activity (activation), % at 26.1 µM. AlphaScreen FBW7–phospho-cyclin E peptide binding, activator screen. hit rate 0.13% among 650,000. AID 1259310; in the data active = normalized activity above about 1.9%;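 note: purified mutant Fbw7 with reduced substrate affinity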
TEAD-YAP block = TEAD-YAP interaction inhibition. hit rate 1.4% among 640,000. HEK-TIYL cells, TEAD-Gal4/YAP UAS-luciferase luminescence. inhibition, % at 9.12 µM; in the data active = inhibition above about 32%;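 note: 0% = median of test compound wells and 100% = reference inhibitor wells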
GPR151 ag = human GPR151 activation | Q8TDV0 | PathHunter beta-arrestin GPR151 cells, luminescence | activation, % at 11.2 µM | hit rate 1% among 650,000 | AID 1508602; in the data active = activation above about 4.9%;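 note: 0% = median of compound wells and 100% = cells with positive control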
Target sequence (Q8TDV0 whole entry, looked up): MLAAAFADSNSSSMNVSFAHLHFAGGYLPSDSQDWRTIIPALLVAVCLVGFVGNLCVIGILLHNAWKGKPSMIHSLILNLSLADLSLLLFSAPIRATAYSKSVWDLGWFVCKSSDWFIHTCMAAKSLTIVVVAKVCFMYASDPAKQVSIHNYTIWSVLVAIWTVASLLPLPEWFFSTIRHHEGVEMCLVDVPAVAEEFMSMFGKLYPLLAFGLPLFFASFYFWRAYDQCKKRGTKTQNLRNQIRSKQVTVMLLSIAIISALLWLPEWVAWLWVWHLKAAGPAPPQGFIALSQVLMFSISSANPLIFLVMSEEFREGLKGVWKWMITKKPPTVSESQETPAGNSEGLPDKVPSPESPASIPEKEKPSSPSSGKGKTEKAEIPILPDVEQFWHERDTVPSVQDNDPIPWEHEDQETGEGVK
* = called active by the depositor. Rows are unselected. Share with any hit: about 3.5%.

Each structure is followed by: MITF primary | FBW7 act | TEAD-YAP block | GPR151 ag
(1) COC(=O)Cc1c(C)c2ccc(OCC(=O)NC3CCCCC3)cc2oc1=O
    -20 | 0.0 | -5 | 0.8
(2) Cc1cc(C(C)CO)cc(C(C)(C)C)c1O (centres undefined)
    2 | 0.0 | 15 | 1.0
(3) COc1ccc2ccccc2c1C=Nc1ccc(NC(C)=O)cc1
    4 | 0.1 | 0 | 0.4
(4) COc1cccc(-c2nc(C=Nc3cccc(Cl)c3)c(O)o2)c1
    2 | -0.1 | -6 | -0.1
(5) CN(c1ccc(C(=O)N2CCOCC2)cc1[N+](=O)[O-])C1CCCCC1
    1 | -0.2 | -39 | 0.6
(6) Cc1cccc(CN2C(=O)CCC2CCNCc2ccccc2F)c1 (centres undefined)
    13 | 0.0 | 6 | 7.1*
(7) COc1ccc(-c2oc3ccccc3c(=O)c2OC)cc1
    -10 | 0.0 | -34 | -1.4
(8) Cc1nonc1C(=O)N1CCCC(c2[nH]ncc2-c2ccncc2)C1 (centres undefined)
    6 | 0.1 | 22 | 0.5
(9) CCOC(=O)C1=C(C)NC2=C(C(=O)C(C(=O)OCC)C(c3ccco3)C2)C1c1ccccc1 (centres undefined)
    -12 | -0.1 | 0 | 1.0
(10) CC(C)c1ccc(/C=C2\N=C(c3cccc(Cl)c3)OC2=O)cc1
    -1 | 0.2 | 5 | 0.2
(11) CC(=O)Nc1ccc(NC(=O)c2cccc(Nc3ccc4ncccc4c3)n2)cc1
    15 | 0.0 | 21 | -1.7
(12) C=CCN(c1ccccc1)S(=O)(=O)c1ccc(F)c(C(=O)Nc2ccc(C)c(C)c2)c1
    -7 | -0.1 | 19 | -0.7
(13) CC1CCN(c2ccc(C#N)cc2F)CC1
    14 | 0.1 | -5 | 1.1
(14) Cc1ccnc(Nc2nc(-c3c(C)nc4ccccn34)cs2)c1
    4 | -0.4 | -10 | 1.2
(15) O=C(O)CCC(=O)Nc1ccccc1C(=O)N1CCCCC1
    -3 | 0.0 | -6 | -0.6
(16) Fc1ccccc1CSc1ncn[nH]1
    -1 | 0.2 | 3 | 1.8
(17) CC1CCC2(CC1)NC(=O)N(CN1CCN(S(=O)(=O)/C=C/c3ccccc3)CC1)C2=O (centres undefined)
    1 | 0.1 | 9 | -1.1
(18) CC(=O)[C@@H]1[C@@H](c2cccc(I)c2)C(C#N)(C#N)[C@H]2C=Cc3ccccc3N12
    15 | 0.6 | 9 | -2.0
(19) Brc1ccc(CSc2nnc3ccc(-c4ccc5c(c4)OCO5)nn23)cc1
    16 | 0.7 | -4 | 1.0
(20) CC(C)Oc1ccc(C(=O)Nc2nnn(C)n2)cc1
    4 | 0.1 | -26 | -2.9
(21) CCC(=O)Nc1cc(CNC(=O)Cc2c[nH]c3ccccc23)cc(C(=O)OC)c1
    6 | 0.2 | 1 | 0.2
(22) COc1ccc2oc(=O)c(-c3csc(Nc4ccc(C)cc4)n3)cc2c1
    16 | -0.1 | 1 | -1.5
(23) Cc1cc(C(=O)Oc2ccccc2C(=O)O)c(C)o1
    -7 | 0.1 | -6 | -2.2
(24) CC1CCc2cc(F)cc3c(O)c(C(=O)NCCCN4CCOCC4)c(=O)n1c23 (centres undefined)
    4 | -0.1 | -2 | 2.1
(25) CCOC(=O)c1sc(NC(=O)CSc2nc3ccc(OC)cc3cc2C#N)nc1C
    5 | 0.1 | 3 | -0.9
(26) CCOc1cccc(C(=O)Nc2cc(-c3nn4c(C)nnc4s3)ccc2C)c1
    1 | -0.1 | -9 | -0.2
(27) CC(C)CCN1CCN(Cc2ccc3nsnc3c2)CC1CCO (centres undefined)
    18 | 0.1 | -9 | -2.3
(28) CCc1ccccc1NC(=O)CN(c1ccccc1Br)S(C)(=O)=O
    1 | 0.0 | 4 | 1.4
(29) CCc1cccc(C)c1NC(=O)CO/N=C(\N)CC(=O)NC1CCCCC1
    20 | 0.0 | 5 | 0.5
(30) CN1CCN(C(c2ccc(N(C)C)cc2)c2nnnn2C2CCCC2)CC1 (centres undefined)
    5 | 0.0 | 51* | -0.7
(31) CCOC(=O)c1c(NC(=O)C(C)Sc2nnc(CNC(=O)c3cccs3)n2-c2cc(C)ccc2C)sc2c1CCC2 (centres undefined)
    4 | 0.5 | 15 | -1.1
(32) COCc1ccc(CN2CCCC(c3nc(C)ncc3-c3ccc(F)cc3)C2)o1 (centres undefined)
    8 | -0.1 | 20 | 0.5
(33) Nc1nc(F)nc(F)c1Br
    -2 | 0.0 | 11 | 1.4
(34) Cc1cccc(NC(=O)C(=O)NCCCCc2ccccc2)c1
    2 | 0.8 | 2 | 0.1
(35) COc1ccccc1Cn1c(=O)c2cccnc2n(CC(=O)Nc2ccc(F)cc2)c1=O
    1 | -0.1 | 5 | -1.1
(36) CCSc1nnc(NC(=O)c2cccc(OC)c2)s1
    4 | -0.1 | -25 | -1.3
(37) CC(C)N(C)C(=O)CC1(c2ccccc2)CC(=O)N(CCCOc2cccnc2)C1=O (centres undefined)
    9 | 0.6 | -2 | 1.2
(38) C/C(CC(=O)Nc1ccc(Cl)cc1C)=N\NC(=O)c1cccc(O)c1
    1 | 0.2 | 5 | 0.6
(39) O=[N+]([O-])c1cc(S(=O)(=O)NCC2CCCO2)ccc1Cl (centres undefined)
    -4 | 0.3 | -7 | 0.3
(40) CCOC(=O)Cc1[nH]nc2c1C(c1cccs1)C(C#N)=C(N)O2 (centres undefined)
    -1 | 0.0 | -1 | 1.1

The closing 2 records of the section before come first, to join the parts.
Each structure is followed by: MITF primary | FBW7 act | TEAD-YAP block | GPR151 ag
(39) O=[N+]([O-])c1cc(S(=O)(=O)NCC2CCCO2)ccc1Cl (centres undefined)
    -4 | 0.3 | -7 | 0.3
(40) CCOC(=O)Cc1[nH]nc2c1C(c1cccs1)C(C#N)=C(N)O2 (centres undefined)
    -1 | 0.0 | -1 | 1.1
(41) CC(Sc1ncnc2nc[nH]c12)c1ccccc1 (centres undefined)
    12 | 0.1 | -5 | 0.0
(42) CCOC(=O)c1c(C)[nH]c(C(=O)CSc2nnc(N)s2)c1C
    -5 | 0.1 | -41 | 1.2
(43) O=C(Cn1cnc([N+](=O)[O-])n1)N1CCCCC1
    9 | -0.1 | -1 | -0.2
(44) N=C1/C(=C/c2ccc3c(c2)OCO3)C(=O)N=C2SC(c3cccs3)=NN12
    3 | -0.1 | -2 | 0.7
(45) CCCN1CCc2c(sc3[nH]c(=S)n(CCc4ccccc4)c(=O)c23)C1
    -9 | 0.2 | -3 | -1.3
(46) Cc1ccc(-c2nnc(SCC(=O)N3CCCC3)o2)cc1C
    5 | 0.0 | -56 | -1.2
(47) O=C(O)c1cccc(NC(=S)NC(=O)c2ccccc2)c1
    -10 | -0.1 | -11 | 2.5
(48) CCN1CCN(C(=O)CCc2nnc(CCCCc3ccccc3)o2)[C@@H](C)C1=O
    -9 | -0.1 | -1 | -1.3
(49) CCSc1nc2ccccc2c(=O)n1-c1c(C)n(C)n(-c2ccccc2)c1=O
    -5 | 0.0 | 7 | -0.7
(50) COc1ccc([N+](=O)[O-])cc1NC(=O)c1oc(=O)c2ccccc2c1-c1ccccc1
    -4 | 0.0 | 8 | 0.0
(51) Cc1cccc(-n2[nH]c(C)c(/C=N/NC(=O)c3cccc([N+](=O)[O-])c3)c2=O)c1
    -4 | -0.9 | -4 | 4.1
(52) O=C(OCc1nc2ccccc2s1)c1cccc(N2C(=O)CCC2=O)c1
    -4 | -0.1 | -1 | -1.5
(53) COc1cccc([C@@H]2C[C@H](C(=O)NCc3ccc4c(c3)OCO4)N(C)S(=O)(=O)N2)c1
    16 | -0.1 | 13 | 0.4
(54) Cc1ccc(NS(=O)(=O)c2ccc3[nH]c(=O)[nH]c3c2)c(C)c1
    19 | -0.1 | 3 | -0.9
(55) CN(C(=O)CCl)c1c(N)n(Cc2ccccc2)c(=O)[nH]c1=O
    8 | 0.2 | 6 | 1.6
(56) CCOc1ccc(Nc2ncnc3c2cnn3-c2ccc(OC)cc2)cc1
    -5 | 0.1 | 2 | 1.0
(57) N#C/C(=C/c1ccc2c(c1)OCO2)c1cccc(F)c1
    -1 | 0.2 | 31 | -1.6
(58) Cc1cc(C)cc(OCC(=O)NNC(=O)CCC(=O)NCc2ccccc2)c1
    18 | 0.3 | -1 | 1.8
(59) COc1ccc(-c2csc(=Nc3ccccc3)n2CCc2ccccc2)cc1Br
    1 | 0.4 | -5 | 0.6
(60) CCCCCc1ccc(-c2ccc(-c3noc(-c4c(-c5ccccc5Cl)noc4C)n3)cc2)nc1
    11 | 0.3 | -8 | -1.0
(61) O=C(NC1CC1)c1ccc(-c2csc3ccccc23)s1
    -10 | 0.1 | -16 | -1.2
(62) O=C(CCC1(Cc2cccs2)CCC(=O)N1)NC(c1ccccc1)c1ccncc1 (centres undefined)
    3 | 0.1 | 4 | 2.1
(63) Cc1cccc(NC(=O)CCc2c(C)n[nH]c2C)c1C
    6 | 0.0 | -7 | 0.5
(64) CC(C)NC(=O)c1ccc(CS(=O)c2ccc(Br)cc2)o1 (centres undefined)
    -1 | 0.0 | -7 | -0.4
(65) O=[N+]([O-])c1cccc(S(=O)(=O)Nc2ccccc2Br)c1
    10 | 0.1 | 5 | -0.2
(66) CCSc1nnc(NC(=O)c2ccc3ccccc3c2)s1
    -12 | -0.1 | -28 | 0.9
(67) O=C(/C=C/c1cccs1)NC(=S)NNC(=O)c1ccco1
    25 | -0.2 | -27 | -2.1
(68) CCOC(=O)c1c(NC(=O)CSc2nnc(CNC(=O)c3ccc(OC)cc3)n2-c2cccc(C(F)(F)F)c2)sc2c1CCC2
    20 | 0.2 | -7 | -0.6
(69) CC1=C(C(=O)OC(C)C)C(c2ccc(F)c(Br)c2)CC(=O)N1 (centres undefined)
    3 | 0.0 | -7 | 0.1
(70) O=C(Nc1ccc(-c2nc3ccccc3o2)cc1)c1cccnc1Cl
    2 | 0.1 | -115 | 2.2
(71) Cc1c(C(=O)Nc2ccc(F)cc2F)nnn1-c1ccccc1F
    9 | 0.4 | -30 | -2.0
(72) COc1ccc(C2NC(=O)NC(C)=C2C(=O)OC2CCCCCCC2)cc1 (centres undefined)
    -20 | 0.0 | -15 | -1.3
(73) CC12CCC(C/C1=N/NC(=O)c1cccc(Br)c1)C2(C)C (centres undefined)
    -5 | 0.3 | 8 | 0.4
(74) O=C(Nc1ccc(NC(=O)c2ccco2)cc1)c1ccc([N+](=O)[O-])cc1
    7 | -0.1 | -6 | 0.3
(75) COc1cccc(C2C(C#N)=C(N)SC(c3ccccc3)C2[N+](=O)[O-])c1 (centres undefined)
    -1 | -0.2 | -2 | 1.8
(76) CC(C)NC(=O)CN1C(=O)c2ccccc2C1=O
    3 | 0.0 | -7 | 1.7
(77) CCn1c(C(=O)O)c(CC(=O)NCCC2=CCCCC2)c2ccccc21
    0 | 0.0 | -8 | -1.5
(78) O=C(Cn1ncc2ccccc21)NCc1cccs1
    -2 | 0.0 | -36 | -2.5
(79) N#Cc1ccc(NC(=O)CCc2nc3ccccc3s2)cc1
    2 | -0.1 | 5 | 0.3
(80) Cc1cccc(C2(c3cccc(C)c3)CC2C(=O)NCc2ccccc2)c1 (centres undefined)
    -6 | -0.1 | 1 | -0.2
(81) O=C(Nc1cccc2ccccc12)c1ccccc1C(=O)c1ccc(Cl)c([N+](=O)[O-])c1
    7 | 0.3 | 1 | 1.7
(82) O=C(O)CSCc1ccc(C(=O)O)o1
    9 | 0.3 | 2 | 0.7
(83) CCOC(=O)c1ccc(N2C(=O)C3C4C=CC(C4)C3C2=O)cc1 (centres undefined)
    9 | -0.2 | -30 | 0.3
(84) COC(=O)c1ccc2c(c1)N(Cc1ccccn1)C(=O)C(C)O2 (centres undefined)
    15 | -0.1 | -2 | 0.5
(85) CC(=O)c1ccc(NC(=O)NNC(=O)c2ccncc2)cc1
    -3 | -0.1 | -7 | -0.4
(86) C1=CC2CC1CC2CNCc1ccco1 (centres undefined)
    -3 | -0.2 | 2 | -0.2
(87) O=C(N/N=C/c1c(Sc2ccccc2)nc2ccccn2c1=O)c1ccccc1O
    7 | -0.2 | -11 | 0.6
(88) COc1ccc(S(=O)(=O)N2CCN(c3ccccc3[N+](=O)[O-])CC2)cc1OC
    -3 | -0.2 | -7 | -2.2
(89) CCCCOc1ccc(Br)cc1C=O
    -12 | -0.2 | 4 | 1.7
(90) COc1ccc(-c2cc(C(F)(F)F)n3nc(C(=O)N4CCc5ccccc5C4)cc3n2)cc1
    5 | 0.3 | 1 | -0.7
(91) COc1ccc(C2CC(=O)C=C(NCC3CCCO3)C2)cc1 (centres undefined)
    6 | -0.1 | -7 | 2.3
(92) O=C(CCS(=O)(=O)Cc1ccccc1)n1nnc2ccccc21
    8 | 0.7 | 0 | -1.4
(93) COc1ccc(OCC(O)Cn2c(N3CCOCC3)nc3c2c(=O)n(C)c(=O)n3C)cc1 (centres undefined)
    3 | 0.1 | 5 | 1.3

Record cards, from the list above:
Results for COc1ccc(OCC(O)Cn2c(N3CCOCC3)nc3c2c(=O)n(C)c(=O)n3C)cc1 (centres undefined) = MITF primary: 3; FBW7 act: 0.1; TEAD-YAP block: 5; GPR151 ag: 1.3
Results for COc1ccc(S(=O)(=O)N2CCN(c3ccccc3[N+](=O)[O-])CC2)cc1OC = MITF primary: -3; FBW7 act: -0.2; TEAD-YAP block: -7; GPR151 ag: -2.2

Part of the list above, with bars between the fields.
item | compound | MITF primary | FBW7 act | TEAD-YAP block | GPR151 ag
10 | CC(C)c1ccc(/C=C2\N=C(c3cccc(Cl)c3)OC2=O)cc1 | -1 | 0.2 | 5 | 0.2
11 | CC(=O)Nc1ccc(NC(=O)c2cccc(Nc3ccc4ncccc4c3)n2)cc1 | 15 | 0.0 | 21 | -1.7
